Screening data (PubChem BioAssay)
SENP7 block: SENP7 protease inhibitors, primary screen, biochemical, luminescence, uHTS; Sentrin-specific protease 7 (Homo sapiens), Q9BQF6; recombinant SENP7, Z-RLRGG-aminoluciferin luminescence, 40 min; inhibition, % at 5 µM; 1.5% of 330,000 active;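 active = inhibition above about 50% at the single test dose, limit read from the data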;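 note: plate controls were DMSO with enzyme for no effect and no enzyme buffer wells for full effect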
Target sequence (Q9BQF6 706-1050 limits assumed): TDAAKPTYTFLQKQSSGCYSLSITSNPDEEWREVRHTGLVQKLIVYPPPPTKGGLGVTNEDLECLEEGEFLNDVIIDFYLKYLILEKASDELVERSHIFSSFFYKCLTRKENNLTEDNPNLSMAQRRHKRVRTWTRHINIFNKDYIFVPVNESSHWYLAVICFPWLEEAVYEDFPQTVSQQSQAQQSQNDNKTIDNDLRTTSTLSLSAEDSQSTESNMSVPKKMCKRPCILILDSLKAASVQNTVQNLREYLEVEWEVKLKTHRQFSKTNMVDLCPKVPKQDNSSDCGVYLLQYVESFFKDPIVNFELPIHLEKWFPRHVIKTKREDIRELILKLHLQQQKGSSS
Jurkat NFkB inh: inhibitors of induced NF-kB luciferase reporter, primary screen, TCR NF-kB activation inhibitor project, cell-based, luminescence, uHTS. Jurkat, PMA/ionomycin-induced NF-kB luciferase reporter. inhibition, % at 4 µM. 0.53% of 330,000 active. AID 435003, 2010
697 NFkB inh: inhibitors of PMA/ionomycin-induced NF-kB reporter, 697 cells, primary screen, B-cell NF-kB inhibitor project, cell-based, luminescence, uHTS. 0.33% of 330,000 active. AID 435022, 2010. inhibition, % at 4 µM. 697 B-cell NF-kB luciferase reporter, 16 h; in the data active = inhibition above about 35%
SENP8 inh: SENP8 protease inhibitors, primary screen, biochemical, luminescence; 1.2% of 330,000 active; purified SENP8, Z-RLRGG-aminoluciferin cleavage; Sentrin-specific protease 8 (Homo sapiens), Q96LD8; inhibition, % at 10 µM
Target sequence (Q96LD8 whole entry, looked up): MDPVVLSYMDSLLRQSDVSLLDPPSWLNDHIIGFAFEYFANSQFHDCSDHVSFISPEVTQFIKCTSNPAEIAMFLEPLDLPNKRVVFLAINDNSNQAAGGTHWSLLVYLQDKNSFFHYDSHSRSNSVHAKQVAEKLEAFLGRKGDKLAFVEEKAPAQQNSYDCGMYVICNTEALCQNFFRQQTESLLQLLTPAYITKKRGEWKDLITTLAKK
HKDC1 inhibitor: HKDC1 hexokinase inhibitors, primary screen, biochemical, fluorescence, uHTS; Q2TB90; recombinant HKDC1, G6PDH/diaphorase resazurin coupled fluorescence; inhibition, % at 20 µM; 0.16% of 340,000 active; AID 493160, 2011;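 active = inhibition above about 35% when tested at 20 µM, limit read from the data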;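 note: plate controls were DMSO wells with enzyme for no effect and DMSO wells lacking enzyme for full effect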
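Material – in-house recombinant HK5 (HKDC1) enzyme · Quantity – HKDC1 at 5 µg/mL · Buffer or medium – pH 8.0 Tris buffer with 10 mM MgCl2 · Reagent – glucose with 1 mM ATP · Dosing – single 20 µM dose · Times – reaction time 90 min, room temperature, protected from light · Technique – resorufin fluorescence at 613 nm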
Gli-Sufu antag: Gli-Sufu pathway antagonists, primary screen, luciferase luminescence, Sufu-KO-LIGHT cells, uHTS | Sufu-KO-LIGHT fibroblasts, Gli luciferase reporter luminescence | inhibition, % at 5 µM | 0.74% of 340,000 active | AID 588413, 2011;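 active = inhibition above about 55%, limit read from the data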;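 note: 0% = DMSO-treated cells and 100% = wells with medium but no cells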
UBC13 inh: UBC13 polyubiquitin chain formation inhibitors, primary screen, biochemical, TR-FRET, uHTS. 0.47% of 330,000 active. inhibition, % at 20 µM. Ubiquitin-conjugating enzyme E2 N (Homo sapiens), P61088. AID 485273, 2010; in the data active = inhibition above about 45%, passing the limit was not always enough
Target sequence (P61088 whole entry, looked up): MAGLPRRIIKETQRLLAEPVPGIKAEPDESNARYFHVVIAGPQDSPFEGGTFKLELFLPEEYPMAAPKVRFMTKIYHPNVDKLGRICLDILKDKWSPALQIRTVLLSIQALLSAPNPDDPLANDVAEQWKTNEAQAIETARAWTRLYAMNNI
Apaf1 inhib: inhibitors of human Apaf-1 apoptosome, primary screen, biochemical, DEVD-Rh110 fluorescence, uHTS | Apoptotic protease-activating factor 1 (Homo sapiens), O14727 | reconstituted apoptosome caspase-3 activity | inhibition, % at 20 µM | 0.71% of 330,000 active | AID 489030, 2010; active = inhibition of at least 40% at 20 µM;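 note: plate controls were DMSO wells for no effect and DEVD-CHO caspase inhibitor wells for full effect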
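System – cell-free apoptosome with Apaf-1, procaspase-3 and caspase-9 · Buffer or medium – pH 7.5 Hepes buffer with CHAPS, BSA, DTT · Also added – cytochrome c with DEVD-Rh110 · Times – 30 min compound preincubation, 50 min activation, room temperature · Technique – Rh110 fluorescence intensity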
* hit, by the source's call; nt = not tested or not shown. Cut-off read from the data, not from the text of the source, unless noted: active = inhibition above about 50%; inactive = the rest.

Structure,Jurkat NFkB inh,SENP8 inh,Gli-Sufu antag,UBC13 inh,697 NFkB inh,Apaf1 inhib,HKDC1 inhibitor,SENP7 block
O=C(NCCc1ccccc1)c1ccc(CS(=O)(=O)Cc2ccccc2F)o1,-10.0,3.9,10.3,0.2,-5.4,4.7,-6.7,-4.6
COc1cc(CN2C(=O)C(NC(=O)c3ccco3)(C(F)(F)F)C3=C2CC(C)(C)CC3=O)cc(OC)c1 (stereo not given),-4.6,-13.5,-4.3,-9.1,3.3,-1.5,-1.4,-9.1
C[C@H](NC(=O)c1ccccc1)C(=O)OCC(=O)Nc1ccc2c(c1)OCO2,-24.5,-11.9,-3.7,-3.1,-30.9,13.3,6.8,-3.3
COc1ccc(CN2CCN(C(=O)c3ccco3)CC2)c(OC)c1OC,-1.8,8.3,2.4,4.8,-2.0,-14.4,-1.6,3.8
Cc1nc(SCc2nc3ccc(F)cc3[nH]2)c2oc3ccccc3c2n1,2.9,4.1,8.8,-2.5,4.2,12.8,-0.7,1.1
CCN(Cc1cnn(C)c1)Cc1nc(C2(c3ccc(C)cc3)CCCC2)no1,2.8,2.2,18.6,13.1,1.4,-1.3,-4.2,-1.4
COC(=O)C(NC(C)=O)(Nc1nc2c(s1)CCCC2)C(F)(F)F (stereo not given),10.0,1.3,2.0,-2.4,9.6,-6.6,0.9,3.0
CC(c1ccco1)N(C(=O)c1ccc(C#N)cc1)c1ccccn1 (stereo not given),-9.8,-6.3,-0.8,-13.3,15.3,8.2,-8.5,-12.7
Cc1ccc(C)c(NC(=O)Cn2c(=O)n(-c3ccc(CC(=O)NCC4CCCO4)cc3)c(=O)c3ccccc32)c1 (stereo not given),1.2,-6.4,nt,7.0,24.7,-15.0,nt,-1.8
CC(C)COP(=O)(c1ccc(N(C)C)cc1)C(Nc1ccccc1)c1cccnc1 (stereo not given),7.4,-4.1,8.0,-3.3,14.3,4.6,5.7,1.0
COCc1cc(=O)n2[nH]cc(-c3ccsc3)c2n1,12.0,-1.3,3.1,12.8,-10.7,-3.0,-3.9,1.4
CN(C)/C=C1/C(=O)N(c2ccc([N+](=O)[O-])cc2)N=C1c1ccccc1,-13.6,96.1*,nt,-17.1,-63.3,10.1,nt,97.2*
Cc1ccc(C(=O)/C=C/c2c(C)nn(-c3ccccc3)c2Cl)cc1,-19.6,-28.5,-6.8,4.1,-37.5,18.2,6.4,-12.4
O=C1OCCC1Sc1nnc(-c2cccc(Br)c2)o1 (stereo not given),0.2,-16.6,0.2,-10.0,9.4,2.9,-11.9,-7.1
CCc1ccc(CNc2ccc3c(c2)ncn3C(C)(C)C)cc1,-44.0,-6.9,-43.2,11.0,-86.7,11.2,2.7,-6.1
Cc1ccc(C)c(C(=O)COC(=O)c2nn(C)c(=O)c3ccccc23)c1,-4.0,2.2,3.5,-2.0,-9.7,14.9,-6.1,-8.0
O=[N+]([O-])c1cccc(-c2cn(-c3ccccc3)c(=S)[nH]2)c1,-19.6,-7.5,-16.5,-4.6,-23.5,-16.6,-10.2,6.0
COC(=O)c1ccc(/C=N/N2CCN(Cc3ccccc3Cl)CC2)cc1,8.7,-2.8,2.7,-10.1,3.2,9.3,-0.7,8.6
COc1ccc(CCNC(=O)C(NC(=O)OCc2ccccc2)C(C)C)cc1OC (stereo not given),-9.3,-1.9,-1.7,-2.8,7.0,-5.0,-3.8,6.7
O=C(COc1ccc2ccc(=O)oc2c1)Nc1ccc(CCO)cc1,-1.7,0.1,-14.7,0.4,18.6,-3.0,-4.7,-0.5

Next entries.
Structure,Jurkat NFkB inh,SENP8 inh,Gli-Sufu antag,UBC13 inh,697 NFkB inh,Apaf1 inhib,HKDC1 inhibitor,SENP7 block
COc1ccccc1-c1cn(C(C)(C)C)nc1C,-3.4,9.7,17.0,-5.1,-7.8,-8.5,-0.9,-1.4
CC1CCC2(CC1)NC(=O)N(CC(=O)Nc1ccc3[nH]c(=O)[nH]c3c1)C2=O (stereo not given),-3.9,5.6,-7.9,6.0,1.9,-1.7,-4.5,1.8
O=C(N=C1SC2CS(=O)(=O)CC2N1CCc1ccc(F)cc1)C1CCCCC1 (stereo not given),4.2,-1.3,9.1,1.3,9.7,13.2,1.3,3.1
COc1ccccc1N1CCN(C(=O)CCc2ccc(S(=O)(=O)NC(C)C)cc2)CC1,-9.5,3.7,8.7,2.7,-5.6,5.6,0.6,1.9
COc1ccc(OCCCC(=O)NNC(=O)CCN2CCN(c3ccccc3)CC2)cc1,-15.6,-8.8,-13.7,-2.3,-1.8,-4.7,-8.5,8.8
O=C(CCN1CCOCC1)NNC(=S)NC(=O)c1ccccc1,-31.3,-1.4,1.1,-12.3,-30.4,-2.0,-16.8,-7.6
CN1C(=O)C(CCC(N)=O)NC1=S (stereo not given),-0.6,-3.5,5.0,0.6,4.5,-5.1,-17.7,7.2
COc1cc(-n2c(C)nc3cc(C(=O)NCC4CCCO4)ccc32)cc(OC)c1OC (stereo not given),4.4,5.9,-3.2,-4.9,-3.8,4.7,-2.7,4.9
Cc1ccccc1C(=O)Nc1ccnn1C1CCN(Cc2ccccn2)CC1,2.8,-9.8,-7.2,-7.4,15.0,-10.0,-0.8,10.7
O=C(/C=C/c1ccccc1Cl)Nc1ccc(Cl)cn1,-38.5,-1.1,-50.2,5.4,-49.9,-16.9,-10.8,-1.5
CCOc1ccccc1OCCN1CCC(Cc2ccccc2)CC1,2.9,-7.6,8.9,6.4,23.2,-3.9,-3.0,-0.9
Cc1cccc(OCCC(=O)OCC(=O)N2CCc3ccccc32)c1,-20.7,-0.7,1.4,0.9,16.9,8.8,-0.8,-0.6
CCOC(=O)Cn1c(=O)oc2cc(S(=O)(=O)Nc3c(C)cc(C)cc3C)ccc21,10.3,5.2,13.1,0.4,5.0,5.0,-4.6,-1.7
COc1ccc(-c2nn(-c3ccccc3)cc2CO)cc1,-19.5,-0.6,-1.5,10.1,-5.5,13.0,-3.7,5.2
COc1ccc(C2=NOC(Cn3nc(-c4ccccc4)cc3C(=O)NCc3ccccc3OC)C2)cc1 (stereo not given),-3.1,-13.3,15.6,-16.7,-10.3,29.3,-1.2,-7.9
S=C(N/N=C/c1ccco1)NC1CC2CCC1C2 (stereo not given),1.4,2.2,-45.9,-2.6,9.7,12.7,-2.5,3.8
O=[N+]([O-])c1cccc(N2Cc3ccccc3C2)c1,-14.4,-23.1,46.3,-18.0,-5.3,3.1,1.5,4.7
O=C(CSc1nnc(Cc2ccccc2)o1)N1CCOCC1,-8.8,-2.2,-6.7,9.2,21.0,-16.7,-12.8,-2.0
COC(=O)C1=C(C)NC(C)=C(C(=O)OC)C1c1ccc(-c2cc(Cl)ccc2Cl)o1,5.0,-0.4,8.5,10.0,6.3,4.6,2.2,2.6
O=C(Nc1nc(-c2ccccn2)cs1)c1cccc(S(=O)(=O)N2CCOCC2)c1,9.6,8.5,27.1,-31.4,-44.7,14.0,3.3,9.3

An excerpt from above in order of molecular weight, highest first:
Structure,Jurkat NFkB inh,SENP8 inh,Gli-Sufu antag,UBC13 inh,697 NFkB inh,Apaf1 inhib,HKDC1 inhibitor,SENP7 block
O=C(Nc1nc(-c2ccccn2)cs1)c1cccc(S(=O)(=O)N2CCOCC2)c1,9.6,8.5,27.1,-31.4,-44.7,14.0,3.3,9.3
CCOc1ccccc1OCCN1CCC(Cc2ccccc2)CC1,2.9,-7.6,8.9,6.4,23.2,-3.9,-3.0,-0.9
CN1C(=O)C(CCC(N)=O)NC1=S (stereo not given),-0.6,-3.5,5.0,0.6,4.5,-5.1,-17.7,7.2

Four of the entries above in order of their number in Jurkat NFkB inh, low to high:
compound,Jurkat NFkB inh,UBC13 inh,697 NFkB inh,HKDC1 inhibitor,SENP7 block
COc1ccc(-c2nn(-c3ccccc3)cc2CO)cc1,-19.5,10.1,-5.5,-3.7,5.2
COc1ccc(C2=NOC(Cn3nc(-c4ccccc4)cc3C(=O)NCc3ccccc3OC)C2)cc1 (stereo not given),-3.1,-16.7,-10.3,-1.2,-7.9
O=C(N=C1SC2CS(=O)(=O)CC2N1CCc1ccc(F)cc1)C1CCCCC1 (stereo not given),4.2,1.3,9.7,1.3,3.1
O=C(Nc1nc(-c2ccccn2)cs1)c1cccc(S(=O)(=O)N2CCOCC2)c1,9.6,-31.4,-44.7,3.3,9.3

Additional results
Structure,Jurkat NFkB inh,SENP8 inh,Gli-Sufu antag,UBC13 inh,697 NFkB inh,Apaf1 inhib,HKDC1 inhibitor,SENP7 block
Cc1ccc(S(=O)(=O)c2nc(NCCN(C)C)sc2Cl)cc1,10.9,-7.4,12.2,-6.2,-20.5,5.7,-2.8,-1.0
COc1cc(C(=O)NC(C)C2CC3CCC2C3)cc(OC)c1OC (stereo not given),-5.6,-3.2,-6.9,1.1,20.0,-0.1,-3.6,8.4
Cc1ccc2[nH]c(=O)c(CN(CCO)C(=O)N(C)C)cc2c1,-3.1,3.6,2.2,0.1,-3.3,0.4,-5.7,1.0
CCOc1ccc(C(=O)C[n+]2ccccc2C)cc1,-1.6,0.6,1.7,10.2,11.3,-1.7,-11.3,3.0
CC(C)(O[C@@H]1O[C@H](CO)[C@@H](O)[C@H](O)[C@H]1O)[C@H]1Cc2cc3ccc(=O)oc3cc2O1,1.4,6.7,-3.6,8.3,7.7,0.9,-6.5,-10.6
O=C(Cc1c(F)cccc1Cl)Nc1ccc(S(=O)(=O)N2CCCC2)cc1,5.8,-5.0,-4.6,10.6,1.6,6.5,12.8,2.2
Cc1ccsc1CN(C)CC(=O)Nc1cccc(S(=O)(=O)N(C)c2ccccc2)c1,-5.4,-3.4,7.3,0.8,10.3,19.3,8.6,-16.3
N#CCCn1cc(C(=O)Nc2ccccc2Br)c(-c2cccs2)n1,-3.1,-1.3,0.2,5.9,4.0,-3.9,-10.3,2.7
CCCS(=O)(=O)N1CCC(C(=O)NCCc2ccccc2)CC1,-1.1,1.9,-7.0,2.0,15.0,-4.2,-2.8,-4.2
C[C@@H]1CN([C@H](C)CO)C(=O)c2cc(NC(=O)Nc3cccc4ccccc34)ccc2O[C@H]1CN(C)Cc1ccc(C(F)(F)F)cc1,-9.3,-9.1,3.6,-18.3,4.5,14.9,3.8,-14.5
COC(=O)[C@H](Cc1ccccc1)NC(=O)NCc1ccccc1OC,-2.4,2.1,-1.4,9.1,4.5,-17.0,0.8,-2.9
COCCNC(=O)/C(C#N)=C/c1cc(C(C)C)c(OC)cc1C,-1.2,-2.9,-0.3,-2.5,12.3,5.0,-4.4,4.1
CCOc1cc(CNCCCN2CCOCC2)cc(Cl)c1OCC(=O)NC(C)(C)C,-8.2,-3.7,-6.1,-0.7,1.4,1.8,-5.8,-3.6
CCCCc1nnc(NC(=O)C2=COCCO2)s1,-30.4,-2.6,-64.8,-8.2,-83.7,11.8,-4.1,-0.2
Cc1cc(C)n(S(=O)(=O)c2ccc3ccccc3c2)n1,18.6,-1.9,9.6,-0.3,2.1,-8.1,-6.3,2.0
CSc1nsc(NC(=O)Nc2ccccc2)n1,-45.3,33.4,-23.9,-6.5,-59.9,7.1,-3.2,34.9
Cn1c(N)c(C(=O)NCc2ccccc2)sc1=S,-2.1,9.5,2.1,0.1,0.1,2.2,-7.1,7.4
Cn1c(=O)c2c(ncn2CC(O)CNc2ccc(Cl)cc2)n(C)c1=O (stereo not given),-15.6,-1.0,6.5,3.2,-12.6,-0.4,-4.8,-1.4
CCCc1cc(=O)[nH]c(SCC(=O)Nc2oc(C)c3c(C)n[nH]c(=O)c23)n1,4.9,-3.1,-7.3,-10.5,-9.1,9.8,14.1,-22.6
Cc1cccc(OCCCC(=O)Nc2ccc(S(N)(=O)=O)cc2)c1,4.9,0.3,2.1,9.2,17.0,-0.5,-1.9,-0.2
